Screening results from PubChem.
pPAFAH FP inh = pPAFAH enzyme inhibitors, primary screen, biochemical, fluorescence polarization, human; recombinant pPAFAH, FP-rhodamine probe fluorescence polarization; 1.5% of 330,000 active; inhibition, % at 3.39 µM; AID 463082, 2010; Platelet-activating factor acetylhydrolase (Homo sapiens), Q13093;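 active means inhibition above the mean inhibition across the screen plus 3 SD, cut at about 25% in these data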;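 further: inhibitors block binding of the rhodamine activity-based probe so polarization drops; 0% = enzyme with DMSO and 100% = wells lacking pPAFAH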
Target sequence (Q13093 whole entry, looked up): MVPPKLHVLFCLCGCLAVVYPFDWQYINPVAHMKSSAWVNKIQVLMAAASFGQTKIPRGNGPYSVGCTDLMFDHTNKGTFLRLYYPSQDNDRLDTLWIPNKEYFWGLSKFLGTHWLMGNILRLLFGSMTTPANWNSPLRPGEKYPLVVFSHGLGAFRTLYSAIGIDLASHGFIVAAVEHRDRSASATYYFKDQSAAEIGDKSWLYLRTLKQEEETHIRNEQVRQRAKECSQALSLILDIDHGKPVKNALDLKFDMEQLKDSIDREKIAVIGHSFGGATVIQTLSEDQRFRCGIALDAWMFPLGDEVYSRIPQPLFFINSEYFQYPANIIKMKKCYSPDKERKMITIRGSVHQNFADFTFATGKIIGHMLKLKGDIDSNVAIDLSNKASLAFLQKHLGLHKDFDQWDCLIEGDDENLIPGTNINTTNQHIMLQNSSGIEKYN
PAFAH1B3 FP inh = PAFAH1B3 enzyme inhibitors, primary screen, biochemical, fluorescence polarization, human; 0.28% of 340,000 active; recombinant PAFAH1B3, FP-rhodamine probe; AID 492972, 2010; Platelet-activating factor acetylhydrolase IB subunit alpha1 (Homo sapiens), Q15102; inhibition, % at 3.39 µM;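 active means inhibition above the screen-wide average of all tested compounds plus 3 SD, cut at about 25% in these data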;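 further: 0% = enzyme with DMSO only and 100% = wells lacking PAFAH1B3 protein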
Target sequence (Q15102 whole entry, looked up): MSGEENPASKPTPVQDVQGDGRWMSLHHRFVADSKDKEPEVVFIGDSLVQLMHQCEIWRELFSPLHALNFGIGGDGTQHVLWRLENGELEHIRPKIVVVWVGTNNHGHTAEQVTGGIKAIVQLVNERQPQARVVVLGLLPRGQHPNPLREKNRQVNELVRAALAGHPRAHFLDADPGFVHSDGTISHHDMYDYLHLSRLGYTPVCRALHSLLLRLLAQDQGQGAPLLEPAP
PAFAH1B2 FP inh = PAFAH1B2 enzyme inhibitors, primary screen, biochemical, fluorescence polarization, human | Platelet-activating factor acetylhydrolase IB subunit alpha2 (Homo sapiens), P68402 | recombinant PAFAH1B2, FP-rhodamine activity probe | inhibition, % at 3.39 µM | 1.2% of 340,000 active | AID 492953, 2010;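 active means inhibition above the mean of all tested compounds plus 3 SD, cut at about 24% in these data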;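 further: 0% = enzyme with DMSO and 100% = wells lacking PAFAH1B2; many of its hits are not listed in these tables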
GSTO1 counter = inhibitors of recombinant GSTO1, primary screen, counter-screen for RBBP9 inhibitor project, biochemical, fluorescence polarization; Glutathione S-transferase omega-1 (Homo sapiens), P78417; activity-based probe fluorescence polarization; inhibition, % at 5.96 µM; 1.1% of 300,000 active; AID 1974, 2009;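 active means inhibition above the campaign mean inhibition plus 3 SD, cut at about 35% in these data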;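 further: 0% = GSTO1-1 with DMSO and 100% = wells lacking GSTO1-1 enzyme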
PAD4 FP inh = human PAD4 inhibitors, primary screen, biochemical, fluorescence polarization, 1536-well format | inhibition, % at 6.36 µM | AID 485272, 2010 | Protein-arginine deiminase type-4 (Homo sapiens), Q9UM07 | recombinant PAD4, RCA probe fluorescence polarization | 0.41% of 330,000 active;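 active means percent inhibition above a cutoff equal to the mean of all tested compounds plus 3 SD, cut at about 15% in these data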;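 further: 0% = PAD4 with RCA probe and DMSO and 100% = probe without PAD4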
LYPLA2 inh = LYPLA2 inhibitors, primary screen, counter-screen for PME1 inhibitor project, biochemical, fluorescence polarization, FP-Rh probe ABPP. Acyl-protein thioesterase 2 (Homo sapiens), O95372. recombinant LYPLA2. inhibition, % at 5.9 µM. 0.38% of 320,000 active;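 active means inhibition above the screen-wide mean plus 3 SD, limit set per campaign, cut at about 26% in these data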;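 further: 0% = LYPLA2 with DMSO and 100% = wells lacking LYPLA2 enzyme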
Target sequence (O95372 whole entry, looked up): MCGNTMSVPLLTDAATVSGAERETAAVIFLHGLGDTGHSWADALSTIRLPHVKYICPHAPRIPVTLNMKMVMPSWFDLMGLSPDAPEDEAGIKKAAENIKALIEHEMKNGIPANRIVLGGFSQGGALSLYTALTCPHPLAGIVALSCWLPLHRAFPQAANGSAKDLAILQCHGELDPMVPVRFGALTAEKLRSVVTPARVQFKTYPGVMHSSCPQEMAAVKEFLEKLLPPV
PAFAH2 FP inh = PAFAH2 enzyme inhibitors, primary screen, biochemical, fluorescence polarization, human; 0.99% of 340,000 active; Platelet-activating factor acetylhydrolase 2, cytoplasmic (Homo sapiens), Q99487; recombinant PAFAH2, FP-rhodamine activity probe; inhibition, % at 3.39 µM; AID 492956, 2010;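 active means inhibition above the mean over all tested compounds plus 3 SD, cut at about 30% in these data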;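 further: inhibitors block probe labeling of enzyme so polarization drops; 0% = enzyme with DMSO and 100% = wells lacking PAFAH2 protein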
PME-1 primary = PME-1 inhibitors via competitive probe labeling, primary screen, biochemical, fluorescence polarization, FP-Rh probe, HTS; inhibition, % at 5.9 µM; recombinant PME-1; 0.53% of 320,000 active; AID 2130, 2009; Protein phosphatase methylesterase 1 (Homo sapiens), Q9Y570;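 active means inhibition above the campaign mean of all compounds plus 3 SD, cut at about 26% in these data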;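 further: competitive labeling of PME-1 active site by serine hydrolase directed probe; 0% = PME-1 with DMSO and 100% = wells lacking PME-1 enzyme; inhibitors block probe labeling so polarization falls and inhibition rises; many of its hits are not listed in these tables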
LYPLA1 counter = LYPLA1 inhibitors, primary screen, counter-screen for PME1 inhibitor project, biochemical, fluorescence polarization, FP-Rh probe ABPP | Acyl-protein thioesterase 1 (Homo sapiens), O75608 | recombinant LYPLA1 | inhibition, % at 5.9 µM | 0.16% of 320,000 active;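 active means inhibition above the mean of all tested compounds plus 3 SD, set per campaign, cut at about 14% in these data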;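 further: inhibitors block serine hydrolase probe labeling of LYPLA1 so polarization falls; 0% = enzyme with DMSO and 100% = wells lacking LYPLA1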
An asterisk follows results filed as active; · = not tested or not shown.

SMILES	pPAFAH FP inh	PAFAH1B3 FP inh	PAFAH1B2 FP inh	GSTO1 counter	PAD4 FP inh	LYPLA2 inh	PAFAH2 FP inh	PME-1 primary	LYPLA1 counter
CC(Oc1ccc(Cl)cc1)C(=O)Nc1ccc(S(=O)(=O)N2CCOCC2)cc1 (stereo not given)	2	-2	3	6	2	3	-7	-8	-1
CCOC(=O)c1c(NC(C)=O)sc2c1CCC(C=NCCCN(CC)CC)=C2Sc1ccccc1	9	2	-13	3	5	-2	2	4	0
CC1CCCC(NC2CCCCNC2=O)C1 (stereo not given)	-1	3	4	5	-2	6	4	9	8
CC(C)(C)OC(=O)NCCc1nnc(SCc2cccc(Cl)c2)o1	-1	-2	2	17	-1	3	3	1	-1
O=C(O)CCN1CCc2ccccc2C1c1cccs1 (stereo not given)	10	-4	4	5	-2	-8	-5	2	-2
CN(c1ccccc1C(N)=O)S(=O)(=O)c1ccccc1	-6	5	4	5	-4	-2	3	-8	-5
Clc1ccc(C(c2nnnn2C2CCCC2)N2CCN(c3nc4ccccc4s3)CC2)cc1 (stereo not given)	4	7	-5	5	5	-1	10	-4	0
COC(=O)CC(NC(=O)c1ccc(C)cc1)c1ccccc1 (stereo not given)	-6	6	-2	10	7	4	-3	-4	3
Fc1c(F)c(F)c(CSc2nc3ccccc3[nH]2)c(F)c1F	2	-3	1	5	0	13	0	3	-1
Cc1ccc(Cl)c(OC(=O)Cn2cnc3c2c(=O)n(C)c(=O)n3C)c1	0	8	6	-4	-5	-3	11	-2	1
Cc1ccccc1NC(=O)NCC1CCN(c2ccc(S(=O)(=O)N3CCOCC3)cc2)CC1	6	13	-1	4	-2	4	11	8	-5
CCCCCCCCCCCCCCCC(=O)NCCc1c[nH]c2ccccc12	-3	8	-3	0	5	-2	0	-8	-3

The last 4 compounds of the section before are carried over, then new ones follow.
SMILES	pPAFAH FP inh	PAFAH1B3 FP inh	PAFAH1B2 FP inh	GSTO1 counter	PAD4 FP inh	LYPLA2 inh	PAFAH2 FP inh	PME-1 primary	LYPLA1 counter
Fc1c(F)c(F)c(CSc2nc3ccccc3[nH]2)c(F)c1F	2	-3	1	5	0	13	0	3	-1
Cc1ccc(Cl)c(OC(=O)Cn2cnc3c2c(=O)n(C)c(=O)n3C)c1	0	8	6	-4	-5	-3	11	-2	1
Cc1ccccc1NC(=O)NCC1CCN(c2ccc(S(=O)(=O)N3CCOCC3)cc2)CC1	6	13	-1	4	-2	4	11	8	-5
CCCCCCCCCCCCCCCC(=O)NCCc1c[nH]c2ccccc12	-3	8	-3	0	5	-2	0	-8	-3
O=C(CCCNS(=O)(=O)c1cccc2nsnc12)NC1CCCCC1	3	6	8	1	-2	3	-1	5	1
C#CCOCCOCCOCCNc1nc(N2CCN(C(=O)C([C@@H](C)CC)n3cc(C(N)COC(=O)C(F)(F)F)nn3)CC2)nc(N2CCN(C(=O)[C@H](CCCCN)n3cc(C(N)CC(C)C)nn3)CC2)n1 (stereo not given in full)	2	·	·	1	-1	4	·	1	-1
COc1ccc(CNc2ccc3c(c2)CCC3)cc1Br	8	6	-2	0	-2	2	-3	3	-2
COc1cc2c(cc1OC)CN(C(=O)CSc1nc(N)c(C#N)cc1C#N)CC2	0	6	5	4	-16	-4	-5	-4	-1
COc1cccc(NS(=O)(=O)c2cc3c(cc2C)NC(=O)CO3)c1	-4	-1	-2	8	-2	-1	-8	-1	-3
Cc1ccc(S(=O)(=O)n2nc(-c3cccnc3)nc2N)cc1	1	0	33*	6	1	-2	6	5	-2
CCOC(=O)c1ccccc1Cc1nc2ccccc2c(=O)[nH]1	-1	-4	0	5	-3	6	-6	-5	-1
COc1cccc(NC(=O)CSc2ccc(-c3sc(C)nc3C)nn2)c1	5	4	2	1	-7	0	-1	11	1
O=C(CCn1cnnn1)Nc1ccc(Cl)c(Cl)c1	5	7	6	4	-1	-6	-1	1	2
C=CCN1C(=O)NC(c2ccccc2)(C(F)(F)F)S/C1=C(\C#N)c1nnc(N2CCOCC2)n1-c1ccccc1 (stereo not given)	-2	6	3	43*	1	2	4	0	-2
Cc1ccc(S(=O)(=O)N2CCCCC2)cc1C(=O)c1nccn1C	-1	9	1	7	4	1	0	-4	-1
CC(=O)Nc1ccc(NC(=O)CSc2nc(C)nc3sc(C)c(C)c23)cc1	2	9	6	-12	-2	-3	4	1	-1

3 entries from above, arranged by the number in pPAFAH FP inh, highest first:
Molecule	pPAFAH FP inh	PAFAH1B3 FP inh	PAFAH1B2 FP inh	PAD4 FP inh	PAFAH2 FP inh	PME-1 primary
Clc1ccc(C(c2nnnn2C2CCCC2)N2CCN(c3nc4ccccc4s3)CC2)cc1 (stereo not given)	4	7	-5	5	10	-4
Fc1c(F)c(F)c(CSc2nc3ccccc3[nH]2)c(F)c1F	2	-3	1	0	0	3
CCOC(=O)c1ccccc1Cc1nc2ccccc2c(=O)[nH]1	-1	-4	0	-3	-6	-5

Other entries follow:
SMILES	pPAFAH FP inh	PAFAH1B3 FP inh	PAFAH1B2 FP inh	GSTO1 counter	PAD4 FP inh	LYPLA2 inh	PAFAH2 FP inh	PME-1 primary	LYPLA1 counter
Cc1cc(C)cc(NC(=O)C(=O)NCC2CCCO2)c1 (stereo not given)	1	10	5	3	0	-4	4	0	6
CCCCN(CC)C(=O)Cc1ccc(Br)cc1	6	14	3	4	-7	-6	1	-1	0
CCCc1nc2ccccc2c(=O)n1CC(=O)c1ccccc1	1	-2	0	6	0	-4	-4	-2	1
Cc1nc(N2CCC(C)CC2)c2c(C)c(C(=O)Nc3ccc(C)c(F)c3)sc2n1	-5	3	-1	-3	-1	1	0	3	1
Cc1ccc(NC(=O)CSc2nnc(N)s2)cc1S(=O)(=O)N1CCCCC1	-1	-1	2	8	-1	5	7	3	1
O=C(CN(Cc1ccc(Cl)cc1)C(=O)c1csnn1)NCc1ccccc1	2	-2	9	6	1	-4	-8	6	1
O=C(COC(=O)C1CCN(c2ccc(C(F)(F)F)cn2)CC1)Nc1ccc(F)cc1[N+](=O)[O-]	3	1	2	1	2	-2	2	2	0
CCCCn1c(=O)c(Cc2ccccc2)c(O)c2ccccc21	-4	7	7	-1	-8	-2	-1	-5	-1
CC(C)(C#N)N([O-])C=C[N+](=O)C(C)(C)C#N	3	-2	5	2	-3	3	1	0	0
COc1cccc(NC(=O)CN(C)C(=O)c2cc(C3CC3)nn2-c2ccccc2)c1	5	12	-2	·	-2	8	-1	-4	1
Cc1ccc(NC(=O)c2ccc(NCCCN3CCC(C)CC3)c([N+](=O)[O-])c2)cc1F	1	2	-4	7	-2	2	7	0	2
Brc1ccc2[nH]c3c(c2c1)CCC3	6	6	6	3	-2	-3	13	9	-2
Cc1ccccc1CNS(=O)(=O)c1csc(C(N)=O)c1	-4	11	9	8	3	5	6	0	-2
CC(=O)Nc1ccccc1-c1nn[nH]n1	1	1	4	2	0	0	3	1	-3
Cc1c(C(c2ccc(C(=O)O)cc2)c2c(C)n(C)n(-c3ccccc3)c2=O)c(=O)n(-c2ccccc2)n1C	0	6	2	-7	0	21	-8	2	3
O=C(Nc1cccc(F)c1)c1ccccc1	3	3	1	1	-1	-3	-18	0	-2
CCCOCC1CC2(CC(C)(c3csc(N)n3)OC2=O)C(=O)O1 (stereo not given)	2	9	1	9	0	-3	4	5	0
Cc1ccc(OC(=O)c2sc(Cl)nc2C)cc1C	0	4	5	35*	4	9	7	-7	2
CCOC(=O)C(NC(C)=O)(Nc1ccc(F)cc1)C(F)(F)F (stereo not given)	-3	-1	2	8	6	1	0	4	1
Fc1ccc(-c2nnc(-c3ccc(Cl)cc3)o2)cc1	-13	-1	2	-6	3	0	-1	0	2
COc1ccc(CNC(=O)CN(c2ccc(C(C)C)cc2)S(=O)(=O)c2c(C)noc2C)cc1	-1	2	1	5	3	-4	-3	-1	2
NCCCCCCNS(=O)(=O)c1cccc2c(Cl)cccc12	-2	5	-1	1	-3	0	-3	-4	0
O=C(NCc1ccc(F)cc1)c1ccc(CS(=O)Cc2ccccc2Cl)o1 (stereo not given)	0	6	11	2	-7	-4	0	5	-3
CCOC(=O)c1ccc2c(c1)n(CCCS(=O)(=O)[O-])c(/C=C/c1ccc(Cl)cc1)[n+]2CC	5	9	4	13	6	9	2	-1	5
COc1cccc2cc(C(=O)Nc3ccccc3C(=O)N3CCOCC3)oc12	0	4	-2	6	-1	1	1	4	-1
CCOc1ccccc1NC(=O)NC(C)c1ccncc1 (stereo not given)	-2	9	3	3	3	-4	11	-3	0
Cc1ccc(S[C@@H](CCN2CC[C@H](O)CCC2=O)c2ccccc2)cc1	15	1	10	7	-4	1	3	6	2
CCOC(=O)N1CCN(C(=O)CSc2ccc(-c3ccc(OC)c(OC)c3)nn2)CC1	0	4	4	1	-1	-6	-1	0	-1

An excerpt (hit frequency here may not be typical).
